# MOR-DOR ag – OPRM1-OPRD1 heterodimerization agonism. P35372+P41143. cells, luminescence. activation, % at 9.3 µM. 340,000 tested, 0.3% active. AID 504326; in the data active means activation above about 18%;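 further: 0% = vehicle-treated cells and 100% = reference agonist; values of inactives mirror those of a sister screen read the other way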
# Target sequence (P35372 whole entry, looked up): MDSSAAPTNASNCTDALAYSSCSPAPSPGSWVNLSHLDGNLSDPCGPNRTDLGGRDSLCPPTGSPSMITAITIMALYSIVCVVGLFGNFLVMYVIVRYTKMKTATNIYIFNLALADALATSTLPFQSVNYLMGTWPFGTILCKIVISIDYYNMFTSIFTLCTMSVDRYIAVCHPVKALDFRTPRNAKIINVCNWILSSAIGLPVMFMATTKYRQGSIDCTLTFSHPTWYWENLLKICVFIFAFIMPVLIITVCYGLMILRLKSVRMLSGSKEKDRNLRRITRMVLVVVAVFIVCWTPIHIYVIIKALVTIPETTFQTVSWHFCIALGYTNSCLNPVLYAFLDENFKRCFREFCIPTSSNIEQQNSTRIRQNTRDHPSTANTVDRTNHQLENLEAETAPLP
# Target sequence (P41143 whole entry, looked up): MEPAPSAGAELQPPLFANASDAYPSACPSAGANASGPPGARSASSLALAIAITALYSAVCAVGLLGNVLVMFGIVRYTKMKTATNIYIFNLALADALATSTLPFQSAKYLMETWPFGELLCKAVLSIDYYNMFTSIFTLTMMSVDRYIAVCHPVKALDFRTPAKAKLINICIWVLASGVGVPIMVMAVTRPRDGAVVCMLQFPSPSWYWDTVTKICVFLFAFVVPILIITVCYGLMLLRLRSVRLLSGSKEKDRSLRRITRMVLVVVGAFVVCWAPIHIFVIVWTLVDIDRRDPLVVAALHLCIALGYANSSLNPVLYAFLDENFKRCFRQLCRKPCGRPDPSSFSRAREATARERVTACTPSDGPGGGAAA
# AddAB inh – less growth of phage-infected E. coli with AddAB; E. coli expressing H. pylori AddAB, absorbance growth; inhibition, % at 11.9 µM; 330,000 tested, 0.29% active; AID 435030; in the data active means inhibition above about 12%;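 further: 0% = vehicle wells of infected cells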
# Tat export inh – blocks Tat-dependent protein export in E. coli. inhibition, % at 10 µM. E. coli MC4100 TorA-mCherry Tat export, fluorescence. AID 488895. 340,000 tested, 0.036% active;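 active means mean replicate inhibition at least 50% and at least half of replicates individually reaching 50%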;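 further: exported cargo escapes ClpAP degradation while cytoplasmic cargo is degraded and loses fluorescence; 0% = median of neutral control wells and 100% = median of NaSCN control wells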
# Ecoli viability – reduces bacterial viability in AddAB counter-screen. inhibition, % at 11.9 µM. AID 449728. 330,000 tested, 0.27% active. E. coli V3065 growth, OD600 absorbance, 18 h;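 active means inhibition above the campaign's mean inhibition across all tested compounds plus 3 SD, cut at about 9.9% in these data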;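 further: uninfected addAB+ strain grown without phage in ampicillin broth; 0% = DMSO wells and 100% = ciprofloxacin 0.95 µg/ml wells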
# HTR5A inv ag – counter-screen for OPRM1-OPRD1 inverse agonists: human HTR5A inverse agonism | P47898 | HTR5A cell line, luminescence | inhibition, % at 9.3 µM | 340,000 tested, 0.083% active | AID 504634; in the data active means inhibition mostly above about 23%, no sharp cut-off; inactive means mostly below about 18%;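 further: 0% = cells with DMSO and 100% = no-cell wells with DMSO; some compounds called inactive have numbers as strong as hits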
# phage Ecoli inh – E. coli growth loss with phage present; growth absorbance; inhibition, % at 11.9 µM; 360,000 tested, 0.26% active; AID 651602; in the data active means inhibition above about 11%
# PfHsp90 yeast 2 – growth inhibition of yeast expressing Plasmodium Hsp90; AID 504621; inhibition, % at 9.4 µM; 310,000 tested, 0.32% active; S. cerevisiae expressing PfHsp90, BacTiter-Glo ATP, 48 h; yeast lacking PDR1 and PDR3 efflux regulators;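 active means every replicate shows inhibition above about 80%, whatever the replicate mean, limit read from the data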;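 further: 0% = DMSO neutral controls and 100% = 20 µM radicicol positive controls; yeast relying on Plasmodium falciparum Hsp90 in place of its own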
# Mot1-301 SUMO – SUMOylation pathway inhibition by Mot1-301 growth rescue; S. cerevisiae Mot1-301 growth rescue, ATP luminescence, 38.5C; percent above DMSO median, 100 means doubled; growth rescue, % at 18.8 µM; 320,000 tested, 1% active; AID 2716;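 active means every valid replicate shows activation above 250% relative to neutral control wells; inactive means the rest, any valid replicate at or below 250%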;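 further: OY570 slx delta 5 strain wells were the positive control but not used for scaling; some compounds called inactive have numbers as strong as hits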
# PKA-R2B act – activates the human PKA-R2B holoenzyme complex. 340,000 tested, 0.079% active. PKA-R2B holoenzyme dissociation, Cy5-IP20 fluorescence polarization; R2B truncated from residue 108, S112A mutant; 0% DMSO only, 100% 113 µM cGMP. activation, % at 11.4 µM;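 active means activation above a cutoff set at the mean over all compounds plus 3 SD, cut at about 18% in these data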;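 further: higher means more holoenzyme dissociation and a rise in polarization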
# MOR-DOR inv ag – inverse agonists of human mu-delta opioid receptor heterodimerization; P35372+P41143; 340,000 tested, 0.21% active; cell-based MOR-DOR heterodimer luminescence, inverse agonism; AID 504357; inhibition, % at 9.3 µM; in the data active means inhibition above about 22%, passing the limit was not always enough;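 further: 0% = cells with DMSO and 100% = wells without cells with DMSO; values of inactives mirror those of a sister screen read the other way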
# PKA-R1A act – activates the PKA-R1A holoenzyme complex. activation, % at 11.4 µM. 340,000 tested, 0.083% active. AID 504707. PKA-R1A dissociation, Cy5-IP20 fluorescence polarization; scaled: DMSO 0%, 113 µM cGMP 100%. P00514+P68181;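 active means percent activation above the mean of all tested compounds plus 3 SD, cut at about 19% in these data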;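 further: higher means more PKAc released from R1A so a rise in polarization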
# Starred values were filed as active, the others as inactive; i = inactive; nt = no result given.
SMILES,MOR-DOR ag,AddAB inh,Tat export inh,Ecoli viability,HTR5A inv ag,phage Ecoli inh,PfHsp90 yeast 2,Mot1-301 SUMO,PKA-R2B act,MOR-DOR inv ag,PKA-R1A act
CC(C)[C@@H](C(=O)NCC1CCCO1)N1C(=O)N2CCc3c([nH]c4ccccc34)[C@@]2(C)C1=O (stereo not given in full),-2.0,4.4,-7,2.7,6,1.8,-21,-5,-8,10,-5
CCN(CC(=O)N1CCN(Cc2ccccc2)CC1)S(=O)(=O)c1ccc(C)cc1,-1.0,2.1,-5,1.5,-8,-0.4,-5,34,7,6,1
COc1cccc(CN(C)S(=O)(=O)c2ccc3c(c2)OCCO3)c1,-1.2,nt,-2,nt,12,2.6,-1,nt,-4,7,7
Brc1ccccc1-n1nnc(-c2cccnc2)n1,-1.8,0.5,4,-1.0,8,3.1,-8,2,9,10,1
Cc1ccc(C)c(NC(=O)c2ccc[n+](Cc3ccc([N+](=O)[O-])cc3)c2)c1,-0.7,2.1,7,0.3,2,1.5,0,134,-15,4,-9
O=C(NCCCO)C(=O)Nc1ccc2c(c1)N(S(=O)(=O)c1cccs1)CCC2,-1.8,-1.5,-11,-3.1,-3,4.1,nt,46,-2,11,4
N/C(Cc1ccc(Cl)cc1Cl)=N\OC(=O)Cc1cccs1,2.9,0.3,-2,-0.9,-6,2.0,-62,39,-3,-17,10
CC1CCN(Cc2nnnn2CCCC(=O)NCCN2CCOCC2)CC1,-4.0,-1.1,5,-1.0,-9,1.6,-10,11,-5,22,3
COc1ccc(COn2nnc3ccc(S(=O)(=O)N4CCOCC4)cc32)cc1F,-0.9,2.7,3,0.8,-4,0.1,nt,-10,-1,5,15
O=C(COC(=O)c1ccc(Cl)nc1)Nc1cc(S(=O)(=O)N2CCOCC2)ccc1Cl,-0.7,0.3,6,1.0,4,1.2,28,10,-3,3,-7
CC(c1ccccc1)C1NC(C(=O)O)CS1 (stereo not given),-1.9,-3.7,5,1.0,-14,2.1,-2,9,-7,11,8
COC(=O)c1ccccc1NC(=O)CSc1[nH]c(=O)cc(C)c1C#N,-1.1,1.0,0,0.8,8,4.2,-2,1,-5,6,-3
Brc1ccc(OCCCCCN2CCOCC2)cc1,-1.0,0.6,-7,1.1,-12,3.0,-6,135,6,5,-4
CCOc1ccc(CCNC(=O)COC(=O)c2cccnc2SC)cc1OCC,-2.0,0.9,-3,0.3,15,2.2,18,-3,-12,13,-6
CCOC(=O)C(C)Oc1cccc2c(=O)n(CC(=O)NCCc3ccc(OC)c(OC)c3)ccc12 (stereo not given),0.3,2.0,5,0.3,-24,3.2,-44,9,6,-2,-7
c1ccc(CN2CCN(CCOCCOc3ccc4c(c3)CCC4)CC2)cc1,4.5,-2.3,-5,-1.7,-8,-0.4,-1,-4,-2,-23,-14
CCN1CCN(CC(=O)N2N=C(c3ccc(OC)cc3)CC2c2ccc(OC)cc2)C(=O)C1=O (stereo not given),-2.8,-0.2,-4,2.0,-9,-2.5,nt,8,10,13,-5
COc1ccc(C2CC(=O)C(CS(=O)(=O)c3ccccc3)C(=O)C2)cc1 (stereo not given),nt,2.2,-7,-2.6,nt,5.7,-13,9,nt,nt,nt
COc1cc(CCC(=O)OCC(=O)NC2CCCC(C)C2C)cc(OC)c1OC (stereo not given),-0.5,2.5,7,1.8,2,0.8,20,-31,-2,3,14
CN(Cc1c(F)cccc1Cl)C(=O)CNC(=O)c1ccc2c(c1)OCO2,-3.6,-3.6,-1,-2.7,10,8.0,nt,25,2,18,-6
COCCN(C(=S)Nc1ccccc1C)C(C)c1ccco1 (stereo not given),-1.3,0.9,11,0.7,-13,1.2,17,15,10,7,0
O=C(Nc1ccc(Br)cn1)c1coc(=O)c(Br)c1,-1.6,3.8,-4,-2.2,-16,2.2,-3,-19,0,8,7
CCN=c1scc(-c2ccccc2)n1/N=C/c1ccccn1,7.0,1.6,14,2.7,12,nt,3,-13,2,-35,5
Cc1nn(S(=O)(=O)c2ccc(F)cc2)c(C)c1S(=O)(=O)N1CCCCC1,-3.0,2.6,-2,1.5,4,-0.9,5,-22,5,16,2
CCN(CC)S(=O)(=O)c1cc(NC(=O)CCNC(=O)c2ccccc2Cl)ccc1C,0.4,0.3,-4,-1.0,12,0.7,4,4,-9,-2,2
Nc1ccc(OCc2ccccc2)cc1[N+](=O)[O-],-3.0,nt,-1,nt,-1,2.2,-2,nt,-11,15,0
O=C(Cn1c(C(F)(F)F)nc2ccccc21)NCCCN1CCOCC1,nt,0.8,-10,4.8,nt,0.9,30,21,-7,nt,-5
COc1cccc2c(=O)c3cccc(N)c3[nH]c12,4.2,4.2,-20,-0.3,3,3.5,14,11,-6,-21,-2
O=C(CN1C(=O)C2CCCCC2C1=O)OCc1nnc(-c2ccccc2)o1 (stereo not given),-1.2,-0.7,-1,-1.4,8,1.8,nt,-8,-5,6,-10
O=C(Nc1ccccc1N1CCOCC1)C1CCN(S(=O)(=O)c2ccccc2F)CC1,-0.9,2.2,1,0.3,16,3.2,-3,-20,-7,5,2
Clc1ccc(SCc2cc(-c3ccccc3)on2)cc1,-0.6,3.2,1,0.8,-29,-0.4,1,-2,-14,3,-5
O=C(O)c1ccc(NCc2ccc(Br)cc2)cc1,0.0,-1.0,-6,0.9,18,3.5,19,nt,6,0,0
CC(=O)c1c(C(C)=O)c(C)n(C(c2ccccc2)c2ccccc2)c1C,-2.1,-1.4,3,1.5,-16,-0.7,8,-32,2,11,9
Cc1ccccc1NC(=O)OCc1cccnc1Sc1ccc(Cl)cc1,3.7,3.2,6,-0.5,12,2.0,-7,-2,-2,-15,11
Cc1cccc(C(=O)NCCCN2CCCC2=O)c1,-3.0,0.3,-3,1.7,10,1.4,-4,-5,-14,16,0
COc1ccc(C2=NS(=O)(=O)N(C)C(C(=O)NC(C)c3ccccc3)=C2)cc1OC (stereo not given),-1.2,5.8,4,-0.2,7,1.5,5,5,-11,6,7
CSc1nnc(-c2cc[n+](C)cc2)n1CCO,-2.1,3.8,-9,-0.9,20,3.9,11,9,-7,10,-3
CC(NC(=O)C1CCCN1S(=O)(=O)c1ccc2c(c1)n(C)c(=O)c(=O)n2C)c1ccccc1 (stereo not given),-1.2,-1.2,-3,-1.6,0,0.8,14,i,-12,6,2
CCOc1ccc(NC2=NCC(=O)N2Cc2cccs2)cc1,0.1,1.4,5,0.6,4,1.7,4,-11,2,-1,-4
CCC(C)[C@H](NC(=O)OC(C)(C)C)c1nnc(SCc2c(C)[nH]c(=O)[nH]c2=O)o1 (stereo not given in full),-1.7,1.0,-9,1.9,-7,2.0,21,-12,0,9,-4

# A draw from above in order of count of non-hydrogen atoms, highest first:
SMILES,MOR-DOR ag,AddAB inh,Tat export inh,Ecoli viability,HTR5A inv ag,phage Ecoli inh,PfHsp90 yeast 2,Mot1-301 SUMO,PKA-R2B act,MOR-DOR inv ag,PKA-R1A act
COc1ccc(C2=NS(=O)(=O)N(C)C(C(=O)NC(C)c3ccccc3)=C2)cc1OC (stereo not given),-1.2,5.8,4,-0.2,7,1.5,5,5,-11,6,7
O=C(Nc1ccc(Br)cn1)c1coc(=O)c(Br)c1,-1.6,3.8,-4,-2.2,-16,2.2,-3,-19,0,8,7
CSc1nnc(-c2cc[n+](C)cc2)n1CCO,-2.1,3.8,-9,-0.9,20,3.9,11,9,-7,10,-3

# (listing goes on)
SMILES,MOR-DOR ag,AddAB inh,Tat export inh,Ecoli viability,HTR5A inv ag,phage Ecoli inh,PfHsp90 yeast 2,Mot1-301 SUMO,PKA-R2B act,MOR-DOR inv ag,PKA-R1A act
O=C(O)CSc1c2ccccc2cc2ccccc12,2.9,5.5,-3,3.5,-20,0.8,8,-37,-3,-15,-4
O=C(CCCCCn1c(=S)[nH]c2cc3c(cc2c1=O)OCO3)N1CCN(c2ccccc2)CC1,0.5,-2.0,3,-0.8,1,0.8,14,13,6,-3,-2
CC(C)CCOc1ccc(C(=O)N2CCCC2C(=O)O)cc1 (stereo not given),-1.2,5.5,-3,-0.1,-17,5.0,-6,2,-2,6,20*
COC(=O)C(C)Sc1nc2c(c(=O)[nH]c(=O)n2C)n1CCC(C)C (stereo not given),1.7,0.4,-4,0.2,2,-0.5,-2,2,-6,-10,-4
CC(C)N1CCN(Cc2ccccc2-c2ccco2)CC1CCO (stereo not given),3.2,1.6,-7,-2.0,4,6.4,22,nt,-3,-23,-3
COCCC(=O)N1CCC(Oc2ccc(C(=O)N3CCCC(OC)C3)cc2)CC1 (stereo not given),0.5,2.7,-9,-1.0,17,0.6,-2,nt,7,-2,-6
Cc1noc(C)c1CSCC(=O)OCc1nc2ccccc2c(=O)n1CC#N,0.7,1.8,20,1.7,-16,1.9,nt,-1,8,-4,2
CC(C)n1c(C(O)c2ccc3c(c2)OCO3)nc2ccccc21 (stereo not given),-1.4,-0.7,5,-2.4,6,1.7,25,-24,-5,8,-1
O=C(c1cccc(Cl)c1)N1CCN(c2ncccn2)CC1,-1.3,nt,7,nt,-7,-0.4,-8,30,-6,6,3
COc1c2c(nc3occc13)C(CC=C(C)C)(OC)C(=O)C=C2 (stereo not given),-2.1,1.1,5,0.1,-8,3.5,-5,nt,-1,10,13
CC(OC(=O)C1CC1)C(=O)Nc1ncc(Cl)cc1Cl (stereo not given),-2.6,-1.0,-3,0.0,-16,2.8,-9,0,2,10,5
O=C(CCCn1nnnc1CN1CCOCC1)N1CCC(c2ccccc2Cl)C1 (stereo not given),-1.9,1.2,-7,-0.9,6,-0.9,7,-14,-6,10,-2
CC(=O)c1ccc(NC(=S)N2CCCC2)cc1,-1.9,nt,-3,nt,12,0.6,-8,-18,-5,13,0
CC(C)C1N(C(=O)CN2CCCCC2)CCN1S(=O)(=O)c1ccccc1 (stereo not given),-3.2,1.2,-4,3.3,8,3.0,2,-9,-9,16,-6
CCOc1ccc(C(C)NC(=O)C2CCCC2)cc1 (stereo not given),-1.5,-1.7,-6,-1.9,22,6.4,4,-9,-4,8,3
Cc1nc(S/C(=C\c2ccc(OCc3ccccc3Cl)cc2)C(=O)O)n[nH]1,-1.8,0.2,-9,1.5,6,2.2,-34,-16,-7,10,6
CCn1c(-c2cccc(S(=O)(=O)N3CCCC3)c2)n[nH]c1=S,-2.3,-1.5,2,-2.1,2,1.9,-94,-9,-4,12,-1
CCCOc1ccc(C(=O)NCc2ccco2)cc1,-2.2,4.8,-3,0.6,4,-1.9,-2,685*,3,13,-3
c1ccc(-c2nnc3ccc(N4CCCC4)nn23)cc1,-0.9,0.6,10,-2.6,1,2.4,-10,68,-11,5,5
O=C(NCc1ccccc1)c1cccc(NC(=O)c2ccccc2)c1,-2.1,nt,-12,nt,-1,5.5,11,nt,-4,10,5
Cc1ccccc1C(=O)Nc1ccc(S(=O)(=O)Nc2onc(C)c2C)cc1,-0.8,0.7,-8,-0.7,10,2.0,6,-12,-10,4,-6
CCOc1ccc(NS(=O)(=O)c2ccc(-c3coc(C)n3)cc2)cc1,1.4,0.5,2,0.1,0,2.2,-17,4,4,-8,-4
Cc1sc2ncn(CC(=O)NCCCC(=O)N3CCCCC3)c(=O)c2c1C,-0.3,-0.1,1,-0.2,-18,-0.2,3,972,-8,2,11
